Bioassay records from PubChem.
CHRM1 PAM: human M1 muscarinic receptor positive allosteric modulators, primary screen, CHO-K1 cells, Fluo-8 calcium fluorescence, 1536-well; CHO-K1 hM1, ACh EC20; 0% = ACh EC20, 100% = maximal ACh; 360,000 tested, 0.088% active; Muscarinic acetylcholine receptor M1 (Homo sapiens), P11229; activation, % at 3 µM; AID 588819, 2011; in the data active = activation above about 19%, passing the limit was not always enough
Target sequence (P11229 whole entry, looked up): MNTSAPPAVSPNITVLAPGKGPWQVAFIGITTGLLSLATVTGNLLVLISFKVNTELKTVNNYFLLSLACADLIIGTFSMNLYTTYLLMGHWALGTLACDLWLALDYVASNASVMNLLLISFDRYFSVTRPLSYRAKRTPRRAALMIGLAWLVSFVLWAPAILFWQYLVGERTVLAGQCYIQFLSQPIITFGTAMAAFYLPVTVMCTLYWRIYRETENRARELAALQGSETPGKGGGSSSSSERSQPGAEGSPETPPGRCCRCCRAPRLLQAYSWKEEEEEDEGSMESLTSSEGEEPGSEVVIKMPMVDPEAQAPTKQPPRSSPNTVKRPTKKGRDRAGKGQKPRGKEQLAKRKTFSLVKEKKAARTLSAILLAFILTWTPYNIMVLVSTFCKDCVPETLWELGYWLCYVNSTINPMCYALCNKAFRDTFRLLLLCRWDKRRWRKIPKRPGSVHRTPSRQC
M1 ag parental: counter-screen for M1 agonists: effect in parental CHO-K1 cells; Fluo-8 calcium fluorescence; scaled to maximal ATP response, vehicle zero; activation, % at 3 µM; 360,000 tested, 0.48% active; AID 602248, 2012; in the data active = activation above about 15%;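 also: untransfected CHO-K1 host cells lacking M1 receptor as counterscreen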
CHO parental Ca: ATP-evoked calcium signal inhibitors, parental CHO, primary screen, counter-screen for OX1R antagonist project, cell-based, fluorescence, Fluo-8 calcium dye | parental CHO-K1, ATP-induced calcium, Fluo-8 fluorescence | inhibition, % at 5.6 µM | 330,000 tested, 0.63% active | AID 463079, 2010;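 active = inhibition above that plate's mean sample inhibition plus 3 SD, cut at about 26% in these data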;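 also: 0% = ATP-challenged DMSO wells and 100% = DMSO wells without ATP; some compounds past the cut are filed as inactive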
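Material: Parental CHO cells | Reagent: ATP | Compound dosing: Single nominal dose of 5.6 µM per compound | Detection: Intracellular calcium via Fluo-8 no-wash fluorescent dye | Read-out: % inhibition of ATP-induced calcium mobilization | Benchmarks: Low control ATP plus DMSO, high control DMSO only | Replicates: Singlicate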
CHRM4 antagonist: human M4 muscarinic receptor antagonists, primary screen, CHO cells, Fluo-8 calcium fluorescence; AID 624125, 2012; 360,000 tested, 0.73% active; inhibition, % at 3 µM; CHO-hM4 cells, ACh EC80; Muscarinic acetylcholine receptor M4 (Homo sapiens), P08173;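 active = inhibition above its plate's cutoff, the mean inhibition of sample wells plus 3 SD, cut at about 27% in these data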;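 also: 0% = acetylcholine EC80 with DMSO and 100% = DMSO without agonist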
OXTR potentiate: human OXTR potentiators, primary screen, fluorescence, CHO-OTR cells, Fluo-8 calcium | Fluo-8 calcium fluorescence, potentiator mode; 0% = oxytocin EC15, 100% = EC100 | activation, % at 3 µM | 320,000 tested, 0.061% active;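 active = activation above that plate's cutoff, the mean activation of tested compounds plus 3 SD, cut at about 6.6% in these data, passing the limit was not always enough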;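 also: 100% uses oxytocin at 75 nM as the full agonist control; some results filed as inactive read as strong as hits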
Target sequence (P30559 whole entry, looked up): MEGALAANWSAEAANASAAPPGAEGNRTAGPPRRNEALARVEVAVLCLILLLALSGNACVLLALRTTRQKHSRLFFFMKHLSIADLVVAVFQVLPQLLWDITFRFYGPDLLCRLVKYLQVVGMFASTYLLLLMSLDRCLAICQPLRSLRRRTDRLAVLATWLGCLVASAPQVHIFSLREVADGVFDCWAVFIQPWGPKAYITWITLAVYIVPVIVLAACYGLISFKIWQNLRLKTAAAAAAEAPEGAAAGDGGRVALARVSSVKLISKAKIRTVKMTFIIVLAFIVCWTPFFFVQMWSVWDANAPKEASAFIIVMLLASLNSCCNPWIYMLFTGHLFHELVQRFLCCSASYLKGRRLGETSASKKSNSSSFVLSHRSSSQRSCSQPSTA
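System: human OTR in CHO cells; Also added: sub-maximal oxytocin, roughly EC15; Timing: compound 6 min at room temperature before oxytocin, 100 s read; Technique: Fluo-8 intracellular calcium fluorescence, ex 470-495, em 515-575 nm; Controls: oxytocin EC15 low and EC100 high; Replication: singlicate.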
CHO-K1 Ca antag: M1 antagonist counterscreen hit in parental CHO-K1 cells | ATP-induced calcium, Fluo-8 fluorescence | inhibition, % at 3 µM | 360,000 tested, 0.6% active | AID 602250;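 active = inhibition above a per-plate cutoff, the plate's mean sample inhibition plus 3 SD, cut at about 24% in these data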;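 also: 0% = DMSO plus EC80 ATP and 100% = DMSO alone without ATP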
CHRM1 agonist: human M1 muscarinic receptor agonists, primary screen, Fluo-8 calcium fluorescence, CHO-K1 cells, HTS; 360,000 tested, 0.33% active; activation, % at 3 µM; CHO-K1 hM1, agonist mode; 0% DMSO, 100% acetylcholine EC100;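 active = activation above the run's mean compound activation plus 3 SD, cut at about 16% in these data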;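 also: peak over basal fluorescence ratio within a 140 s kinetic read after compound addition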
CHRM4 agonist: human M4 muscarinic receptor agonists, primary screen, CHO-K1 cells, Fluo-8 calcium fluorescence. Muscarinic acetylcholine receptor M4 (Homo sapiens), P08173. CHO-K1 hM4/Gqi5; vehicle 0%, full acetylcholine response 100%. activation, % at 3 µM. 360,000 tested, 0.14% active;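 active = activation above the run mean over all test wells plus 3 SD, cut at about 32% in these data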;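 also: peak over basal fluorescence ratio per well then scaled between controls; 0% = DMSO wells and 100% = acetylcholine at EC100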
M1 antag: human M1 muscarinic receptor antagonists, primary screen, CHO-K1 cells, Fluo-8 calcium fluorescence, 1536-well | Muscarinic acetylcholine receptor M1 (Homo sapiens), P11229 | CHO-K1 hM1, ACh EC80 antagonist | inhibition, % at 3 µM | 360,000 tested, 1.3% active | AID 588852, 2011;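 active = percent inhibition above its own plate's cutoff, namely the mean of that plate's compound wells plus 3 SD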;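 also: peak over basal fluorescence ratio during 140 s after agonist addition; 0% = ACh EC80 plus DMSO and 100% = DMSO alone without agonist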
* = called active by the depositor; . = no result given. The order is random. About 2.9% of those tested had a hit in this group.

SMILES	CHRM1 PAM	M1 ag parental	CHO parental Ca	CHRM4 antagonist	OXTR potentiate	CHO-K1 Ca antag	CHRM1 agonist	CHRM4 agonist	M1 antag
Cc1sc2nc(COC(=O)CNC(=O)c3ccc(C(C)(C)C)cc3)[nH]c(=O)c2c1C	7	0.5	-17	-2	-2	-7	-7	2	-10
COc1ccccc1N1CCN(C(=O)C(=O)c2cn(CC(=O)N3CCCC3)c3ccccc23)CC1	-2	1.1	-12	2	-3	2	-5	2	4
CCn1cc(C2=NC(C)(C)CO2)c2ccccc21	-15	0.2	-5	5	-5	8	-7	2	9
CNC(=O)c1cc2ccc(OC)cc2oc1=O	6	0.2	-6	7	-5	-9	-4	0	-16
COc1ccc(C(=O)OCC(=O)NC(=O)NCc2ccccc2)cc1[N+](=O)[O-]	-2	1.3	-16	-5	-8	-12	-5	3	0
Cc1ccc(S(=O)(=O)c2c(C)cc(C)nc2N2CCCCC2)cc1	-3	-0.5	.	-13	.	-17	-4	-2	0
CCCCNC(=O)C1CCN(Cc2ccc(OCc3ccccc3)cc2)CC1	-5	1.6	0	7	-11	1	-5	5	16
CN(C)C(CNC(=O)c1cccs1)c1ccco1 (stereo unspecified)	5	0.6	-4	10	-3	-19	-7	1	-8
O=C(O)c1cccc(Cn2c(Cl)c(/C=N/NC(=O)c3cc4ccccc4cc3O)sc2=O)c1	2	2.0	-18	1	-3	-4	-4	1	5
COc1ccc(OC)c(-c2nc(C(=O)NCCCN3CCOCC3)cc3c2[nH]c2ccccc23)c1	2	0.7	-22	-6	-4	2	-7	2	-13
CC1C(=O)N(Cc2cn(Cc3ccco3)nn2)CCS(=O)(=O)N1Cc1ccc(-c2ccc(F)cc2)cc1 (stereo unspecified)	3	0.3	.	-15	.	-3	0	1	-1
COc1ccc(-c2cc(NC(C)=O)c3ncc(-c4ccc(OC)c(OC)c4)n3c2)cc1OC	0	0.8	.	8	.	5	-7	4	-3
Cc1c(Br)c([N+](=O)[O-])nn1CC(=O)NCc1ccco1	8	0.0	-6	9	-4	0	-9	1	-3
CCOc1ccc(OCCOCCN2CCc3ccccc3C2)cc1	-14	0.2	-4	0	1	-1	-7	1	3
COC(=O)c1ccc(COc2cccc(OC)c2)o1	0	5.8	-9	1	6	-2	-4	1	-1
COCCNC(=O)C(c1cccs1)N(C(=O)Cn1nnc2ccccc21)c1ccc2c(c1)OCO2 (stereo unspecified)	3	0.3	-8	-15	-6	9	-5	0	-5

Sorted by length of the SMILES (largest number first): 3 of the compounds above
SMILES	CHRM1 PAM	M1 ag parental	CHO parental Ca	CHRM4 antagonist	OXTR potentiate	CHO-K1 Ca antag	CHRM1 agonist	CHRM4 agonist	M1 antag
CC1C(=O)N(Cc2cn(Cc3ccco3)nn2)CCS(=O)(=O)N1Cc1ccc(-c2ccc(F)cc2)cc1 (stereo unspecified)	3	0.3	.	-15	.	-3	0	1	-1
COc1ccc(OC)c(-c2nc(C(=O)NCCCN3CCOCC3)cc3c2[nH]c2ccccc23)c1	2	0.7	-22	-6	-4	2	-7	2	-13
COCCNC(=O)C(c1cccs1)N(C(=O)Cn1nnc2ccccc21)c1ccc2c(c1)OCO2 (stereo unspecified)	3	0.3	-8	-15	-6	9	-5	0	-5

(further entries)
SMILES	CHRM1 PAM	M1 ag parental	CHO parental Ca	CHRM4 antagonist	OXTR potentiate	CHO-K1 Ca antag	CHRM1 agonist	CHRM4 agonist	M1 antag
CCOc1ccccc1C(=O)OCC(=O)Nc1cccc(S(=O)(=O)N2CCCC2)c1	-6	7.4	-19	1	-9	-9	-4	12	6
C=CCn1c(O)c(C=Nc2ccccc2)sc1=S	3	-0.8	-11	-3	-8	29*	-9	0	2
COC(=O)c1ccc(NC(=O)CSc2nnc(CNc3ccc(F)cc3)n2C)cc1	7	0.6	-15	3	-6	-17	-5	3	-9
Cc1ccccc1OCC(=O)Nc1ccccc1N1CCCCC1	-6	2.9	-28	-3	-7	-15	-7	-2	1
O=C(COC(=O)C1COc2ccccc2O1)Nc1cccc(Cl)c1 (stereo unspecified)	-2	0.1	-5	6	-7	-4	-3	1	6
Clc1ccc(CN2CCC(c3nc4ccc(Cl)cc4[nH]3)CC2)cc1	-6	1.2	-23	-7	-13	-7	-6	6	1
CCOc1ccccc1C(=O)Nc1cccc(-c2nnc(-c3ccccc3)o2)c1	4	-0.1	-16	11	-6	22	-4	0	1
COc1cc(NC(=O)CN2C(=O)c3ccccc3Sc3ccc(C(=O)N4CCOCC4)cc32)cc(OC)c1OC	2	0.5	-21	0	1	-14	-2	1	-4
Nc1cccc(-c2cc(-c3ccccc3)nc(-c3cccc(N)c3)n2)c1	3	1.5	17	10	-10	5	-2	8	0
Cc1cc(C(=O)OCC(=O)Nc2nc(-c3ccccc3)cs2)c(C)o1	-7	-0.2	-11	11	-20	-5	-3	-1	15
CC(=O)N1CC(C)Oc2ccc(S(=O)(=O)NC(CC(=O)O)c3ccccc3)cc21 (stereo unspecified)	4	1.3	0	5	3	2	-1	1	5
COc1ccc(N2Cc3ccccc3C2=O)cc1	9	-0.9	-20	-6	-2	-1	-5	-1	-20
Cc1ccc(/C=N/N(Cc2ccccc2)c2ccccc2)o1	-4	0.7	-23	-2	-6	-10	1	0	-11
C=CCNC(=O)/C(=C\C=C\c1ccccc1)NC(=O)c1ccccc1Cl	-12	5.2	-8	-8	-10	6	-1	14	6
O=C1CCc2cc(S(=O)(=O)NCc3ccccc3Cl)cc3c2N1CC3	4	0.4	7	-2	-8	10	0	3	0
CSc1ccc(CN(C)C(=O)C2CCN(C(=O)Nc3ccccc3)CC2)cc1	21	3.9	-16	3	-5	-7	2	8	3
CCn1cc(CNC(=O)c2cc(Cl)ccc2OC)c(C)n1	-5	0.6	6	7	-6	8	-2	1	9
Clc1ccc(Cn2nnc(-c3ccc(CN4CCOCC4)cc3)n2)cc1	-5	1.3	1	5	-14	-1	-4	3	2
Cc1nnc(SCC(=O)NCc2ccc(Cl)cc2)[nH]c1=O	0	-0.2	1	-2	-3	-2	-4	0	4
CCN1CCN(CC(=O)c2ccc(C)cc2)CC1	16	0.5	28	-2	-12	7	-7	0	-13
COc1ccc(NC(=O)CCCn2c(=O)oc3ccccc32)cc1Cl	7	0.5	-12	-1	-12	-1	-11	2	-6
O=C(N/N=C/c1ccoc1)c1cc(O)cc(O)c1	17	0.9	0	10	-5	-4	0	1	-16
COc1cccc(NC(=O)c2cccc(N3C(=O)C4C5C=CC(C5)C4C3=O)c2)c1 (stereo unspecified)	10	6.4	0	-8	-14	6	4	14	-7
COc1cc(NC(=O)CSc2nnc3c(n2)[nH]c2ccc(S(=O)(=O)NC(C)C)cc23)cc(OC)c1OC	3	-0.5	-3	4	-2	-19	-4	2	-4
CC(NC(=O)c1ccc(S(C)(=O)=O)cc1)c1cccc2ccccc12 (stereo unspecified)	-2	0.9	-8	5	-7	-14	-6	1	6
O=C(NCC1CCCO1)c1nc2c(nnn2Cc2ccc(F)cc2)c(=O)[nH]1 (stereo unspecified)	1	0.5	-1	2	0	-18	-2	0	0
c1ccc2oc(-c3csc(N4CCOCC4)n3)cc2c1	5	0.9	-8	-8	-1	-1	-1	1	-4
CN1C(=O)c2cccc(NC(=O)C3CCCCC3)c2C1=O	9	0.1	-8	-11	-2	-15	-9	0	-15
c1coc(CNc2c3c(nc4ccccc24)CCC3)c1	4	0.4	-6	3	-15	1	-5	1	11
CCC(C)C(NC(=O)C1CCC(C)CC1)C(=O)NC(C(=O)OC)C(C)C (stereo unspecified)	4	-0.2	-13	-2	-7	-3	1	2	-19
C=CCC[C@@H](CCCCC)OC(=O)/C=C/[C@H](O)[C@@H](O)C[C@@H](O)CC=C	.	2.0	.	-14	.	-20	.	1	.
Nc1c(N2CCCCC2)c2ccccc2oc1=O	-5	0.1	-17	0	-12	10	-8	-1	-2
CCC(=O)N1c2ccc(S(=O)(=O)CCC(=O)NCc3ccc4c(c3)OCO4)cc2CC1C (stereo unspecified)	6	0.8	-4	1	-12	-5	-1	2	-14
O=C1c2ccccc2NC(c2cn[nH]c2-c2ccccc2)N1O (stereo unspecified)	5	5.2	-1	3	-1	8	-8	2	5
Cc1cc(NC(=O)COC(=O)c2ccc(C)c(C)c2)no1	11	0.0	-1	-6	0	18	-1	0	-17
CCOc1ccc(/C=C2\SC(=S)NC2=O)cc1OC	11	4.6	2	-2	-5	-5	-7	3	-10
O=C1COc2ccc(S(=O)(=O)N3CCN(c4ccccc4F)CC3)cc2N1	-1	4.2	0	-5	-9	-4	0	3	2
CCOC(=O)Cn1c(C)nc2ccccc21	-4	0.3	-3	-14	-12	7	-3	1	5
OCCn1c(-c2ccc3c(c2)OCO3)csc1=Nc1ccccc1	-1	2.8	1	-6	-22	0	0	5	7
CN(C(=O)CSc1nc(-c2ccccc2)c(-c2ccccc2)o1)C1CCS(=O)(=O)C1 (stereo unspecified)	8	1.5	-22	-4	-2	-5	-10	2	-6
c1cnc(N2CCN(c3cnccn3)CC2)nc1	4	0.3	-6	2	-6	-17	-1	2	-2
CC(C)CC(NC(=O)C(Cc1ccc(OCc2ccccc2)cc1)NC(=O)OC(C)(C)C)C(N)=O (stereo unspecified)	6	-0.1	-9	12	-8	-4	-5	1	-13
